High-throughput results (PubChem)
GBA enhancer: GBA activity enhancers in patient fibroblasts, primary screen, cell-based; Lysosomal acid glucosylceramidase (Homo sapiens), P04062; L444P Gaucher fibroblasts, 4-MU-glucoside fluorescence, 3 days; activation, % at 10 µM; 30,000 tested, 0.44% active; in the data active = activation above about 65%;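 also: 0% = vehicle wells and 100% = positive control wells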
Target sequence (P04062 whole entry L483P): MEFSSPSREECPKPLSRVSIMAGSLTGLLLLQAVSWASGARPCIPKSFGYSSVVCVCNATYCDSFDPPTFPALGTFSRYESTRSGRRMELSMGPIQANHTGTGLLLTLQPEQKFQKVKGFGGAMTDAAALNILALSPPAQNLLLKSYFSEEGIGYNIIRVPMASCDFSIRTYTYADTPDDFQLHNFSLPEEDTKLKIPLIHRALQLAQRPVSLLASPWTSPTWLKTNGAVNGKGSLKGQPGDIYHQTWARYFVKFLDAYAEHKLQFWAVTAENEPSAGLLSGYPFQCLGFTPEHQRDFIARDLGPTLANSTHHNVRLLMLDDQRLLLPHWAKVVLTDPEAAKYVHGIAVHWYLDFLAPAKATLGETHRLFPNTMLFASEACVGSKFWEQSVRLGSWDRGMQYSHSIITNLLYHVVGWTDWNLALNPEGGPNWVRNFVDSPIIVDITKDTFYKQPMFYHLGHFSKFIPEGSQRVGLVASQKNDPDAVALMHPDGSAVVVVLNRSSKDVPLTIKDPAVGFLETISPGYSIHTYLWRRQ
Active calls of the source: *.

canonical_smiles | GBA enhancer
Cc1noc(C)c1S(=O)(=O)N(CC(=O)O)c1ccc2c(c1)OCO2 | -4.7
CN(C)S(=O)(=O)c1cccc(C(=O)Nc2cccnc2)c1 | -49.5
CS(=O)(=O)NCCSCc1ccccc1 | -1.0
Cc1cccc(N(CC(=O)Nc2c(C)n(C)n(-c3ccccc3)c2=O)S(C)(=O)=O)c1 | -3.4
CC(C)CN(C(=O)COC(=O)C12CC3CC(CC(O)(C3)C1)C2)C1CCS(=O)(=O)C1 (stereo not given) | 0.7
Cc1cc(NC(=O)CCCC(=O)NCc2cccs2)no1 | -1.6
O=C(C1CC1)N1CCc2cc(S(=O)(=O)NCC3COc4ccccc4O3)ccc21 (stereo not given) | -9.8
Cc1sc(NC(=O)CN2CCN(c3ccccn3)CC2)c(C#N)c1C | -9.6
Cc1ccc2c(c1)c1c3n2CCN=C3CCC1 | -15.0
CCOC(=O)c1nnn(CC(=O)Nc2cccc(OC)c2)c1C(=O)OCC | 2.3
CSc1nc2sc3c(c2c(=O)n1C)CCC(C)C3 (stereo not given) | -15.0
COC(=O)c1[nH]c(C)c(/C(O)=C2\C(=O)C(=O)N(CCN3CCOCC3)C2c2cccs2)c1C (stereo not given) | -12.7
C=CCNC(=O)c1cc(=O)c2ccccc2o1 | -17.8
COc1cc(C)ccc1NC(=O)c1ccc(S(=O)(=O)N2CCOCC2)cc1 | -12.4
CCN(CCCNC(=O)c1[nH]c(C)c(C(C)=O)c1C)c1ccccc1 | -6.3
CCCCn1c(N)c(Sc2ccc(C)cc2)c(=O)[nH]c1=O | 1.1
Cc1cc(C)nc(N2CCCC(C(=O)NC3CCCC3)C2)n1 (stereo not given) | -8.6
CCOC(=O)c1c(C)[nH]c(NC(=O)N2CCOCC2)c1C | 3.9
COC(=O)Cc1c(C)c2ccc(OC(=O)c3ccco3)cc2oc1=O | -3.2
COc1cccc(CNC(=O)CCCNS(=O)(=O)c2cccs2)c1 | 4.0
COCCNC(=O)COc1cc(=O)n(C)c2ccccc12 | 0.0
Cc1nn(Cc2ccccc2)c2sc(C(=O)N3CCN(Cc4ccc5c(c4)OCO5)CC3)cc12 | -10.8
O=c1[nH]c(-c2cccnc2)nc2ccccc12 | -6.8
COC(=O)CN(C#N)c1nc(SC)nc(N(C)C)n1 | 2.1
CN(C)C(=O)CN1C(=O)C2CC=C(Cl)CC2C1=O (stereo not given) | 14.6
COCCOC(=O)C1=C(N)OC2=C(C(=O)CCC2)C1c1cccnc1 (stereo not given) | -31.2
COc1cccc2cc(C(=O)N(C)C3CCN(C)CC3)c(=O)oc12 | -17.6
O=C(Nc1ccc(F)cc1)c1cc(S(=O)(=O)N2CCCCC2)cs1 | -9.4
Cc1cc(C(=O)OCC(=O)N2CC(C)CC(C)C2)c(C)o1 (stereo not given) | 0.7
O=C(NCc1ccc2c(c1)OCO2)c1c(F)c(F)c(F)c(F)c1F | 11.5
CCOC(=O)c1sc2c(c1C)C(c1cccs1)C1=C(CCCC1=O)N2 (stereo not given) | -7.1
COc1ccc(N2CCN(S(=O)(=O)c3ccc(C(=O)NC4CCCC4)cc3)CC2)cc1 | -24.8
Cc1cc(NC(=O)Cc2cccs2)nn1CC(=O)NCc1ccco1 | -7.2
COc1cc(C)c(S(=O)(=O)NC2CC(C)(C)NC(C)(C)C2)cc1C | -36.1
Cc1ccc(NC(=O)CSCC(=O)O)c(C)c1 | 4.8
CCn1c(SCC(=O)c2ccccc2)nc2c(c1=O)SC(C)C2 (stereo not given) | 2.7
CCOC(=O)CCSCC(=O)Nc1cc(C)on1 | -5.7
COc1ccc(OC)c(N(CC(=O)NCc2cccnc2)S(C)(=O)=O)c1 | -5.0
O=C(COc1cccc(NC(=O)c2ccco2)c1)c1ccccc1 | 16.0
COc1ccc(NC(=O)CCN2CCCCC2)cc1 | -6.5
COC(=O)/C=c1/sc2nc3ccccc3n2c1=O | -17.8
CCC(=O)N1CCc2cc(S(=O)(=O)NC(C(=O)NCc3ccc(C)cc3)C(C)C)ccc21 (stereo not given) | -33.7
CN(C)CCNC(=O)c1ccc(Cl)s1 | -0.9
CC(C)(C)N=C1NC(=NC(C)(C)C)c2ccccc21 | 4.7
Cc1ccc(CCN2CC(C(=O)NCCCN3CCOCC3)CC2=O)cc1 (stereo not given) | 11.4
COc1ccc2nc(NC(=O)C3CCN(S(=O)(=O)c4cnc[nH]4)CC3)sc2c1 | 3.4
COc1cc(-c2nc(S(=O)(=O)c3ccc(Cl)cc3)c(N3CCOCC3)o2)cc(OC)c1OC | -30.8
CCN(C(=O)CCc1nc(-c2ccc(OC)cc2)no1)c1cc(OC)ccc1OC | -34.8
CC1Cc2ccccc2C(=O)N1 (stereo not given) | -47.4
COc1ccc(S(=O)(=O)N(C)CC(=O)N2CCC(C(N)=O)CC2)cc1 | -13.1
COc1ccc(N2C(=O)C3CCCN3C2c2ccc(F)cc2)cc1Cl (stereo not given) | -6.1
CCOC(=O)C1CSC(CC(=O)Nc2ccc(Cl)cc2)C(=O)N1 (stereo not given) | 0.3
COc1cc(C(N)=O)cc(Br)c1OC | -9.8
N#Cc1cc(C(=O)c2cc(Br)ccc2O)cn(C2CC2)c1=O | 1.9
CCCCCCC(C)n1[nH]c(=O)c2c(C)cc(=O)[nH]c21 (stereo not given) | -29.0
COc1ccc(C(=O)CSc2nccc(=O)[nH]2)cc1 | -9.6
COc1ccc(NC(=O)C2C(=O)N(C)C3(C)CC2c2ccccc2O3)cc1 (stereo not given) | -4.7
COc1cc(S(=O)(=O)Nc2cccnc2)ccc1F | -56.4
CCN(CCCNC(=O)CCc1nc(-c2ccc(C)cc2)no1)c1cccc(C)c1 | -4.1
COCc1nc2ccccc2n1Cc1ccccc1Br | -20.3

The results go on.
canonical_smiles | GBA enhancer
CCOC(=O)Nc1cc(C)ccc1OC | -22.9
O=C(O)c1cc(NCc2c(F)cccc2Cl)ccc1N1CCOCC1 | -2.6
CCCCNC(=O)CCC(=O)Nc1ccc2nc(N3CCOCC3)cc(C)c2c1 | 22.2
Cc1c(C(=O)O)oc2ccc(S(=O)(=O)NCc3ccccc3)cc12 | 17.5
CCOC(=O)Cc1nnc(NC(=O)CC)s1 | -4.0
Cc1cccc(C)c1NC(=O)C1(NC(=O)C2CCCN2C(=O)OC(C)(C)C)CCCCC1 (stereo not given) | 0.0
O=C(c1cc2ccccc2oc1=O)N(Cc1ccco1)C1CCS(=O)(=O)C1 (stereo not given) | -48.1
CCOC(=O)N1CCN(C(=O)CS(=O)(=O)c2cn(Cc3ccccc3C)c3ccccc23)CC1 | -58.7
N#Cc1c(NC(=O)CSc2ncnc3sccc23)oc(-c2ccco2)c1-c1ccco1 | -15.4
Cc1ccc(C2N(c3nccs3)C(=O)C3CCCN32)cc1 (stereo not given) | -51.2
CN1C(=S)SC(C)(C)C1NO (stereo not given) | -13.3
Cc1ccc2[nH]c(=O)c(COC(=O)c3ccccn3)cc2c1 | -22.4
CCN(CC)C(=O)CSc1nnc(-c2cnccn2)n1-c1ccc(C)cc1 | -1.4
Cc1ccc(CN2CCSc3ccc(C(=O)N4CCN(c5ncccn5)CC4)cc32)cc1 | -11.8
O=C1CC(C(=O)Nc2ncccn2)C(c2ccccc2)O1 (stereo not given) | 4.5
Cc1nnc(Sc2nc(Sc3nnc(C)s3)nc(N3CCN(C)CC3)n2)s1 | -17.8
CCOc1ccc(CCNS(=O)(=O)c2cnc[nH]2)cc1OCC | 0.7
CCOC(=O)c1c(NC(=O)CSc2nnc(-c3cccnc3)o2)sc(C)c1C | -35.0
CN(C)S(=O)(=O)c1cccc(C(=O)NCCc2ccccc2)c1 | -22.9
COc1ccc(Cl)cc1S(=O)(=O)NCc1cccs1 | -20.5
O=C(c1ccccc1F)N1CCN(S(=O)(=O)c2ccc(S(=O)(=O)N3CCCCC3)cc2)CC1 | -9.7
CCOc1ccc(C(=O)Nc2c3c(nn2-c2cccc(Cl)c2)CS(=O)C3)cc1 (stereo not given) | -15.0
CCOc1ccc2nc(S(N)(=O)=O)sc2c1 | -15.2
CCN(CC)S(=O)(=O)c1ccc2c(c1)nc(SCc1nc3ccsc3c(=O)[nH]1)n2CC | -18.7
CN1/C(=C\C(=O)CN2C(=O)NC3(CCCCCC3)C2=O)C(C)(C)c2ccccc21 | -16.8
O=S1(=O)CC(O)C(N2CCC(c3ccccc3)CC2)C1 (stereo not given) | -19.6
O=C(COC(=O)c1ccc(S(=O)(=O)NCc2ccco2)cc1)Nc1ccccc1OC(F)F | -8.7
C=CCn1c(=O)c2ccccc2n2c(SCc3nnc(-c4ccccc4Br)o3)nnc12 | 1.7
CCc1nc2c(cnn2-c2ccc(Cl)cc2)c(=O)n1-c1ccc2c(c1)OCCO2 | -10.8
Cc1ccc(-c2csc3ncnc(Sc4nnc(CN5CCCCCC5=O)o4)c23)cc1 | -6.5

Entries listed so far that have a tert-butyl group (2):
canonical_smiles | GBA enhancer
CC(C)(C)N=C1NC(=NC(C)(C)C)c2ccccc21 | 4.7
Cc1cccc(C)c1NC(=O)C1(NC(=O)C2CCCN2C(=O)OC(C)(C)C)CCCCC1 (stereo not given) | 0.0

As a working copy, part of the list above.
canonical_smiles | GBA enhancer
CCN(CC)S(=O)(=O)c1ccc2c(c1)nc(SCc1nc3ccsc3c(=O)[nH]1)n2CC | -18.7
CN1/C(=C\C(=O)CN2C(=O)NC3(CCCCCC3)C2=O)C(C)(C)c2ccccc21 | -16.8
O=S1(=O)CC(O)C(N2CCC(c3ccccc3)CC2)C1 (stereo not given) | -19.6

(listing goes on)
molecule,GBA enhancer
CCCCOC(=O)c1ccc(NC(=O)c2cnccn2)cc1,-12.7
CSc1nnc(-c2ccco2)n1-c1ccccc1,-3.4
CC(C)Sc1nc2c(c(=O)n(C)c(=O)n2C)n1Cc1ccc(Cl)cc1,1.0
C=CCSC1=C(C#N)C(c2ccccc2)CC(=O)N1 (stereo not given),-2.5
N[C@@H](C(=O)N[C@@H]1C(=O)N2C(C(=O)O)=C(Cl)CS[C@H]12)c1ccccc1,-32.8
OC(COc1ccc(Cl)c2ccccc12)CN1CCN(c2ccccn2)CC1 (stereo not given),1.6
N#Cc1nc(-c2ccc(OCc3ccccc3)cc2)oc1NCCCn1ccnc1,-34.4
COC(=O)C1CCN(C(=O)CSc2nnc(-c3ccncc3)o2)CC1,17.2
O=C(O)c1ccccc1S(=O)(=O)c1ccccc1CO,-5.0
CCOC(=O)c1[nH]c(C)c(C(=O)c2cc(F)ccc2F)c1C,7.3
CC(C)NC(=O)CN1CCC(O)(c2ccccc2)CC1,-32.3
O=C(c1cccs1)N(C(=O)c1cccs1)c1ccccn1,-37.9
CCCCn1c(=O)n(C)c(=O)c2c(C(F)(F)F)cc(-c3ccncc3)nc21,-5.5
O=C(O)CSCC(=O)Nc1cc(C(F)(F)F)ccc1Cl,-5.5
Cc1ccc(C(O)c2nccn2C)o1 (stereo not given),-17.8
COc1cccc(NC(=O)N2CCN(c3cccc(C)c3C)CC2)c1,-5.9
Cc1ccc(C(=O)NCCCCNC(=O)c2ccc(C)o2)o1,1.4
CN(C)c1nc(N)nc(-c2cccnc2)n1,-16.8
Cc1cc(NC(=O)CSc2nc(C(C)C)nc3sc4c(c23)CCCC4)no1,-58.7
COc1ccc(C)cc1NC(=O)CSc1nnc(-c2ccccn2)n1Cc1ccco1,-44.8
CCOc1nc(NCCc2ccc(OC)c(OC)c2)nc(NC(C)(C)CO)n1,-33.2
O=C(CSc1nnc(C2COc3ccccc3O2)o1)Nc1nccs1 (stereo not given),-9.1
Cc1ccc2nsnc2c1S(=O)(=O)N1CCN(C(=O)C2CCCO2)CC1 (stereo not given),-37.8
COc1cccc(NC(=O)c2ocnc2C)c1,-2.5
Cc1ccc(S(=O)(=O)N2CCCC2C(=O)Nc2nc3ccccc3s2)cc1 (stereo not given),-3.9

Reformatted field by field: 4 of the compounds above.
C=CCn1c(=O)c2ccccc2n2c(SCc3nnc(-c4ccccc4Br)o3)nnc12
  GBA enhancer: 1.7
CCOC(=O)c1nnn(CC(=O)Nc2cccc(OC)c2)c1C(=O)OCC
  GBA enhancer: 2.3
Cc1c(C(=O)O)oc2ccc(S(=O)(=O)NCc3ccccc3)cc12
  GBA enhancer: 17.5
Cc1cccc(N(CC(=O)Nc2c(C)n(C)n(-c3ccccc3)c2=O)S(C)(=O)=O)c1
  GBA enhancer: -3.4

Later entries
molecule,GBA enhancer
COC(=O)c1ccc(OCC(=O)c2ccc(O)cc2O)cc1,-15.4
COc1cccc(NC(=O)CCP(C)(=O)O)c1,-7.0
CC(C)C(NC(=O)c1ccccc1NC(=O)c1ccco1)C(=O)O (stereo not given),6.1
Cc1cc(C)n(C(=O)CCC2COc3ccccc3O2)n1 (stereo not given),4.6
O=c1cc(N2CCc3ccccc3C2)[nH]c(=O)n1C1CCCCC1,-41.7
O=C(NC1CCCCC1)C1CCN(S(=O)(=O)N2CCCCCC2)CC1,25.3
O=C(Nc1ccc(Oc2ccc(NC(=O)c3ccco3)c(NC(=O)c3ccco3)c2)cc1)c1ccco1,2.3
Cc1ccc(NC(=O)C2CCN(S(=O)(=O)c3cnc[nH]3)CC2)nc1,0.1
O=S(=O)(c1ccc2c(c1)OCCO2)N(Cc1ccc(F)cc1)Cc1nnc(-c2cccs2)o1,-11.2
CC1(C)C(c2ccccc2)=NC(c2ccc(F)cc2)N1O (stereo not given),-2.8
O=C(O)c1nc2ccccc2nc1C(=O)O,0.5
Cc1cc(=O)n2nc(N3CCC(C(=O)NCCc4ccccc4)CC3)sc2n1,-30.0
Clc1cccc(-c2nnc(-c3ccccc3)o2)c1,-15.7
CCOC(=O)c1c(C(=O)OCC)c(C)n(N2C(=O)CSC2=S)c1C,-16.1
Cc1nn(CC(C)C)c(=S)[nH]c1=O,-6.1
Cc1cccc(N2CCN(C(=O)CCn3c(=S)[nH]c4cc5c(cc4c3=O)OCO5)CC2C)c1 (stereo not given),-30.6
Cc1cnc(C(=O)Nc2ccc(F)c(F)c2)cn1,-24.8
CCOC(=O)C1CCCN(C(=O)C2CCN(Cc3nc(-c4ccc(Cl)cc4)oc3C)CC2)C1 (stereo not given),-13.5

Some of the compounds tested (hit frequency here may not be typical).
